High-throughput results deposited in PubChem BioAssay by several laboratories.
ER stress rescue: protection against thapsigargin-triggered cell killing – 384-well, CSM14.1, ATP luminescence, primary screen (AID 1222) | CSM14.1 thapsigargin-induced death rescue, ATP luminescence; higher % means a stronger effect | cellular ATP content (survival), % at 20 µM; hits with a dose series show EC50 in µM | 190,000 tested, under 10 active;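 active = EC50 below 50 µM in the dose-response confirmation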;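 also: death triggered by thapsigargin at about 15 µM added after 2 h compound pretreatment; cell ATP read after overnight thapsigargin exposure of roughly 18 to 22 hours; normalized against plate controls of thapsigargin alone and 5% DMSO vehicle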
TNAP activation fold: human TNAP enzyme activators, primary screen, biochemical, luminescent, no phosphate acceptor, uHTS (AID 1001) | purified TNAP, luminescent activation assay, no phosphate acceptor; higher activation fold means a stronger effect | hit rate 0.03% among 200,000 | one-dose activation fold at 20 µM; EC50 in µM for titrated hits; in the data active = activation fold from about 3, or a potency from the dose series; inactive = the rest, 99 in 100 with activation fold below about 1.6; also: many of its hits are not listed in these tables
Large T inhibition: TAg ATPase/helicase activity blockers – biochemical (AID 1903); SV40 large T antigen ATPase/helicase inhibition assay; higher % means a stronger effect; inhibition, % at 20 µM, or IC50 in µM where a hit was titrated; hit rate 0.39% among 310,000; in the data active = a potency from the dose series; inconclusive = inhibition mostly from about 32% at the one dose, without a potency; inactive = the rest, 99 in 100 with inhibition below about 32%; also: strong numbers were not always called active
human PMI inhibition: MPI enzyme activity inhibition – biochemical, fluorescence intensity, coupled assay, primary screen (AID 1209); hit rate 0.42% among 190,000; purified PMI enzyme, coupled fluorescence intensity; higher % means a stronger effect; one-dose inhibition, % at 20 µM; IC50 in µM for titrated hits;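 also: plate controls were DMSO vehicle for no effect and wells lacking substrate for full effect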
Salmonella PhoP GFP: PhoP-dependent GFP reporter repression – Salmonella Typhimurium, primary screen (AID 1863); hit rate 0.16% among 300,000; inhibition, % at 50 µM; hits with a dose series show IC50 in µM; S. Typhimurium PhoP-regulated promoter GFP reporter, 4 h; higher % means a stronger effect;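 active = inhibition over 29.93%, a cutoff 3 SD above the screen mean, later confirmed by dose response; inconclusive = inhibition over 29.93% but no dose response follow-up; inactive = inhibition at most 29.93% or unconfirmed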;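 also: 0% = low Mg2+ inducing control and 100% = high Mg2+ repressing control; strong numbers were not always called active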
RSV CPE inhibition: inhibition of RSV-induced cytopathic effect – HEp-2 cells, primary 10 µM value included (AID 2391); HEp-2 cells, RSV-induced CPE inhibition; higher % means a stronger effect; hit rate 0.13% among 310,000; one-dose CPE inhibition, % at 10 µM; IC50 in µM for titrated hits; in the data active = a potency from the dose series; inconclusive = CPE inhibition mostly from about 23% at the one dose, without a potency; inactive = the rest, 99 in 100 with CPE inhibition below about 21%; also: strong numbers were not always called active
PMI inhibition: human PMI inhibitors, high substrate, primary screen, biochemical, fluorescence intensity, high mannose 6-phosphate (AID 1220); hit rate 0.66% among 190,000; recombinant PMI enzyme, coupled fluorescence intensity; higher % means a stronger effect; one-dose inhibition, % at 20 µM; IC50 in µM for titrated hits
West Nile virus CPE: inhibition of WNV-induced cytopathic effect – cell-based, CPE readout (AID 1621) | West Nile virus-infected cells, CPE inhibition; higher % means a stronger effect | CPE inhibition, % at 10 µM; hits with a dose series show IC50 in µM | hit rate 0.02% among 290,000; in the data active = a potency from the dose series; inconclusive = CPE inhibition mostly from about 3.7% at the one dose, without a potency; inactive = the rest, 99 in 100 with CPE inhibition below about 2.2%; also: strong numbers were not always called active
Ins promoter up: MIN6 insulin promoter up-regulation; hit rate 0.3% among 190,000; z-score at 5 µM; MIN6 insulin promoter-GFP reporter, high-content imaging; active compounds read high; AID 1625;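 active = z-score above 3 at 5 µM with at least 500 cells counted in the well; inconclusive = wells under 500 cells, flagged as cytotoxic or low count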
Ins promoter up cell count: also measured in Ins promoter up; calls as there; cell count; measured here: cytotoxicity, nuclei count;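 total cells summed across four imaged fields per well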
* hit, by the source's call; ? = inconclusive; nt = no result given. Rule as the data show it, unless noted: active = inhibition above about 50%; inactive = the rest.

Each structure is followed by: ER stress rescue, RSV CPE inhibition, Ins promoter up cell count, PMI inhibition, TNAP activation fold, Large T inhibition, human PMI inhibition, West Nile virus CPE, Salmonella PhoP GFP, Ins promoter up
CC1CCCCN1C(=O)C(Cc1ccccc1)N1C(=O)C2CCCCC2C1=O (centres undefined)
 : 0.4%, 0.5%, 1482, -5%, 1.2, 12%, 1%, -0.3%, -12%, -0.31
O=C(NCCc1c[nH]c2ccccc12)C(=O)NCC1OCCCN1S(=O)(=O)c1cc(F)ccc1F (centres undefined)
 : 0.3%, -1.8%, 1564, 13%, 1.1, 0%, 22%, -0.7%, -11%, -0.05
COCCCNCCOc1ccccc1-c1ccccc1
 : -2.4%, 1.6%, 1310, 4%, 1.1, 5%, 2%, -1.1%, 10%, -0.93
Fc1ccccc1Nc1nc(NCc2ccco2)nc(N2CCOCC2)n1
 : -1.0%, 5.0%, 1166, 8%, 1, 6%, 9%, -0.9%, 5%, -0.26
CC(C)N(C(=S)NC1CCCCC1)c1ccccc1
 : -1.7%, 5.4%, 921, 14%, 1.1, 3%, 11%, 0.0%, 0%, 0.25
O=C(c1ccc(Cn2c(=S)[nH]c3cc4c(cc3c2=O)OCO4)cc1)N1CCN(c2ccccc2)CC1
 : -4.2%, -1.4%, 1299, 2%, 1.1, 9%, 5%, -0.5%, -1%, -0.35
O=c1[nH]cnc2c1nc(SCc1ccccc1)n2C1OC(CO)C(O)C1O (centres undefined)
 : -0.5%, 1.1%, 1968, 6%, 1.1, 3%, 9%, -0.2%, 11%, -0.47
O=C1NC(=O)/C(=C/c2ccc(-c3cccc([N+](=O)[O-])c3)o2)S1
 : nt, 47%, nt, nt, nt, 11%, nt, -0.9%, -3%, nt
Cc1coc2c(C)c3oc(=O)c(CCC(=O)N4CCC(C(=O)NCCCC(=O)O)(c5ccccc5)CC4)c(C)c3cc12
 : nt, 1.8%, nt, nt, nt, 13%, nt, 2.0%, -2%, nt
Cc1c(C(=O)N2CCCC2)c(S(=O)(=O)N2CCN(c3ccccc3F)CC2)c(C)n1C
 : nt, 2.3%, nt, nt, nt, 10%, nt, -0.3%, -10%, nt
Nc1nc(Cl)cc(Oc2ccc(Cl)cc2)n1
 : nt, 2.5%, 1279, -1%, 1.2, 2%, -1%, 0.3%, 8%, 1.4
CC1Sc2n(c3ccccc3[n+]2C)N=C1c1ccccc1 (centres undefined)
 : -0.1%, 2.8%, nt, -4%, 1.1, -2%, 7%, 0.7%, -1%, ?
O=C1C(Cl)=C(N2CCC(C(=O)O)CC2)C(=O)c2ccccc21
 : nt, -0.2%, 1417, nt, nt, ?, nt, 1.0%, 2%, -0.86
Cc1ccccc1N1CC(C(=O)NC2CCCC2)CC1=O (centres undefined)
 : nt, 1.0%, nt, nt, nt, -4%, nt, -0.2%, 2%, nt
Cc1cc(C)cc(C(=O)NCC(=O)OC(C)C(=O)N(C)c2ccccc2)c1 (centres undefined)
 : nt, -1.4%, 1182, 5%, 1, 12%, -3%, -0.1%, 2%, -0.92
CCOC(=O)Cn1c(=O)oc2cc(S(=O)(=O)Nc3cc(OCC)ccc3OCC)ccc21
 : 0.2%, 1.3%, 1550, 5%, 1.1, 7%, 4%, -0.5%, -4%, 0.14
Cc1c2cnn(-c3ccccc3)c(=O)c2c(C)n1CCCC(=O)NCCN1CCN(C)CC1
 : nt, 0.0%, 1107, nt, nt, 7%, nt, -0.3%, 3%, 0.34
COc1ccc(-c2ccc(C(=O)O)o2)c([N+](=O)[O-])c1
 : 1.5%, -0.3%, 1619, nt, 1.1, 1%, 74%*, 0.9%, -5%, -0.14
CCOC(=O)CNC(=O)CN1C(=O)CC(c2ccco2)Sc2ccccc21 (centres undefined)
 : nt, -2.1%, nt, nt, nt, 16%, nt, -0.5%, -5%, nt
CN(c1ccc(C(=O)Nc2cccnc2)cc1)S(=O)(=O)c1ccc(Cl)cc1
 : nt, 3.1%, nt, nt, nt, -1%, nt, -1.2%, 6%, nt
O=C/C(=C\Nc1ccc(C(=O)N2CCOCC2)cc1)c1nc2ccccc2o1
 : -2.0%, -0.8%, nt, -3%, 1.6, 7%, -34%, -0.2%, -2%, nt
Cc1ccc(C(=O)c2coc3ccc(OCC(=O)O)cc23)cc1
 : -1.9%, 1.9%, 1278, 10%, 1.1, 0%, 10%, -0.1%, -6%, -0.32
CC(=O)OCC1(C)CN(c2ccccc2)N(C(C)=O)C1=O (centres undefined)
 : 4.2%, 4.9%, 1259, -18%, 1.1, 22%, -30%, -0.4%, 7%, -0.09
O=C(CN1C(=O)NC2(CCCCCCC2)C1=O)NCc1cccs1
 : -1.8%, 0.6%, 1530, -3%, 1.1, 28%, 5%, -0.8%, -2%, 0.34
C=CCc1ccc(OCCOc2cccc3ccc(C)nc23)c(OC)c1
 : 5.9%, 13%, 1599, -5%, 1.1, 22%, 13%, -0.2%, 3%, -0.32
Cc1ccnc(NC(=O)COc2c(C)cc(C)cc2[N+](=O)[O-])c1
 : -3.5%, 2.2%, 1140, -7%, 1, 12%, 5%, -0.4%, 0%, -0.18
COc1ccc(C(C(=O)NC(C)(C)C)N(C(=O)CNC(=O)c2cccs2)c2ccc(NC(C)=O)cc2)cc1OC (centres undefined)
 : -0.8%, -0.6%, 1426, -2%, 1, -2%, 3%, 1.0%, 0%, 0.52
Cc1ccc(C(=O)N2CC(C)OC(C)C2)c(Cl)c1 (centres undefined)
 : -0.1%, 6.6%, nt, 4%, 1.1, -1%, 7%, 0.2%, -2%, nt
COc1cccc(N(Cc2nnc3n2CCCCC3)C(=O)Nc2ccccc2F)c1
 : -5.8%, 0.9%, 1286, 4%, 1.1, 3%, 3%, -0.2%, -6%, 0.16
CN1CCN(CCCNC(=O)c2ccc(/C=C3\Oc4ccccc4N(Cc4ccc(Cl)cc4)C3=O)cc2)CC1
 : nt, -4.8%, nt, nt, nt, 1%, nt, -1.7%, 1%, nt
COc1ccc(N(Cc2cc3ccc(C)cc3[nH]c2=O)C(=O)C2CCCO2)cc1 (centres undefined)
 : nt, 0.5%, 1072, nt, nt, 13%, nt, -0.1%, -14%, -0.42
O=S(=O)(c1ccc(F)c(F)c1F)N1CCN(C(=S)NC2CC3CCC2C3)CC1 (centres undefined)
 : 0.4%, 1.3%, 1218, -5%, 1.1, 18%, -6%, 0.6%, -4%, -0.27
CC(=O)Nc1ccc(-n2c(C)c(C(C)=O)c(C(C)=O)c2C)cc1
 : -2.8%, 0.5%, 1278, 0%, 1.1, 13%, -2%, -0.2%, -4%, 0.56
NS(=O)(=O)c1ccc(N=Nc2ccc(=O)[nH]c2O)cc1
 : nt, -0.1%, 1451, nt, nt, 17%, nt, 1.4%, -14%, 0.15
CCOc1ccccc1C(=O)NC(C(=O)NCc1ccccc1OC)C(C)C (centres undefined)
 : 0.1%, 2.6%, 1324, 10%, 1.2, 5%, -3%, -1.4%, -8%, -0.21
COc1ccc(NC(=O)CCc2nnc3ccc(NCc4ccco4)nn23)cc1
 : nt, 1.8%, nt, nt, nt, 8%, nt, -0.5%, -1%, nt
O=C(/C=C/c1ccccc1)N/C(=C/c1ccccc1)C(=O)NCCO
 : 3.5%, 2.6%, 1592, 5%, 1, -4%, 3%, -0.1%, -1%, -0.04
COc1ccc(CNC(=O)Cn2cnc3c(=O)n(C)c(=O)n(C)c32)cc1
 : -2.9%, 0.5%, 1291, -8%, 1.1, 0%, -2%, 0.2%, 14%, 1.2
CCCCCC(=O)NNC1=NCC(Cc2cccc(Cl)c2)S1 (centres undefined)
 : nt, -0.8%, 1272, -10%, 2.1, 0%, -4%, -0.2%, -6%, -0.6
Cc1ccccc1C(=O)N(Cc1nc2ccccc2c(=O)[nH]1)C1CCCC1
 : -0.2%, 3.9%, 1367, 10%, 1, 8%, 8%, -1.5%, -2%, -0.18
CC(C)c1ccc(OCC(=O)NCCO)cc1
 : -0.7%, 1.0%, 1162, 55%*, 1, -10%, 25%, 1.3%, -5%, 0.3
CC(C)(O)CC[C@@H](O)[C@](C)(O)[C@H]1CC[C@@]2(O)C3=CC(=O)[C@@H]4C[C@@H](O)[C@@H](O)C[C@]4(C)C3CC[C@]12C (some centres undefined)
 : -1.0%, 0.7%, 1435, 0%, 1.1, 9%, 6%, -0.3%, -4%, -0.12
CC1(c2ccc(OC(F)F)cc2)NC(=O)N(CC(=O)Nc2ccc(F)cc2)C1=O (centres undefined)
 : nt, 8.0%, nt, nt, nt, 1%, nt, -0.5%, 4%, nt
CC(NC(=O)COc1ncnc2cc([N+](=O)[O-])ccc12)c1ccccc1 (centres undefined)
 : 0.2%, 4.1%, 1379, 29%, 1.1, -1%, 4%, -0.6%, 7%, -0.08
CCC(=O)N1N=C(c2ccccc2)CC1c1ccccc1 (centres undefined)
 : nt, 1.9%, nt, nt, nt, 15%, nt, -1.5%, -4%, nt
Cc1onc(-c2ccccc2)c1C(=O)N1CCN(c2ccccc2F)CC1
 : nt, 2.4%, nt, nt, nt, 4%, nt, -0.4%, 0%, nt
N=c1oc2ccccc2cc1-c1nc(-c2ccccc2)cs1
 : -1.6%, 6.4%, 1525, 5%, 0.9, 5%, 15%, -0.8%, 3%, -0.22
CCn1c2ccccc2c2cc(NC(=O)COc3ccccc3)ccc21
 : 1.5%, 8.8%, 2190, 13%, 1, -56%, 25%, -0.9%, 31%, 0.48
CCCCNC(=O)Nc1cc(C(F)(F)F)c[nH]c1=O
 : -1.3%, 0.3%, 1125, 7%, 1, 2%, 14%, 0.0%, 2%, 1.6
COc1ccccc1CNC(=O)C1CCN(C(=O)N(C)C)CC1
 : 0.8%, 0.2%, 916, -13%, 1.1, 8%, -11%, -0.1%, -4%, 0.26
O=C(Nc1ccccc1)c1nnsc1S(=O)c1ccc(Cl)cc1 (centres undefined)
 : -1.7%, -3.8%, 1448, -13%, 1, 25µM*, 10%, -0.9%, -20%, -0.28
O=C(C(Cc1ccccc1)n1cccc1)N1CCN(C2CCCCC2)CC1 (centres undefined)
 : 4.8%, -1.7%, 871, 8%, 1, 1%, 9%, -0.5%, 0%, 0.23
CCOC(=O)c1sc(NC(=O)c2cc3n(n2)C(C(F)(F)F)CC(c2cccs2)N3)c(C(=O)OCC)c1C (centres undefined)
 : 1.2%, 3.5%, 730, 6%, 1, -1%, 5%, -0.1%, 3%, -0.58
O=C(N[C@@H](Cc1ccccc1)C(=O)OCc1ccccc1)c1nc[nH]c1C(=O)NC(c1ccccc1)c1ccccc1
 : 3.1%, 5.2%, 1324, 7%, 1.1, 12%, 10%, -0.4%, 4%, -0.52
COc1ccc(C(=O)Nc2nccs2)cc1
 : nt, -0.4%, nt, nt, nt, 4%, nt, -0.2%, 5%, nt
COc1ccc(OCCCCN(C)Cc2ccccc2)cc1
 : nt, -1.4%, nt, nt, nt, 5%, nt, -1.1%, -7%, nt
COC(=O)C(NS(C)(=O)=O)(c1c(C)[nH]c2ccccc12)C(F)(F)F (centres undefined)
 : -0.4%, 3.8%, 1407, 11%, 1.1, 4%, 7%, nt, 11%, 0.49
